HTR1E agonist = 5-HT1E (human) receptor agonism; CHO 5-HT1E Ga15 NFAT-bla reporter, FRET; 0% DMSO wells, 100% control agonist wells; hit rate 0.69% among 65,000; activation, % at 6 µM;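 active means activation above a set limit, the screen-wide mean activation plus 3 SD, cut at about 8.5% in these data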;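 further: 100% = positive control agonist at 1 µM giving full maximal response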
Autofluor 339 = intrinsic fluorescence of library compounds, ex339/em460 – biochemical, MLSMR library, data from DPM-DC assay, artefact control, profiling panel; compound autofluorescence, ex339/em460 nm, NADH buffer; hits give high values; 1 = no-compound wells, NADH background; fluorescence fold increase at 10 µM; hit rate 5.5% among 65,000; AID 709;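 active means at 10 µM, mean starting fluorescence two-fold or more over control wells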;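 further: signal is the first read of a kinetic run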
S1P1 ag-PAM = S1P1 (human) agonism or agonism potentiation. S1P1 CRE-bla cells, forskolin, beta-lactamase FRET, potentiator mode; S1P1 agonist co-added at EC20, 2 nM; 100% = saturating reference agonist, 0% = basal. activation, % at 9.5 µM. hit rate 0.57% among 56,000. AID 449;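 active means activation above a cutoff set at the mean activation of all tested compounds plus 3 SD, cut at about 54% in these data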;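 further: forskolin at 4 µM as EC80 and the EC20 agonist is SEW2871; 100% = SEW2871 at its EC100 plus forskolin at EC80; some compounds past the cut are filed as inactive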
Target sequence (P21453 whole entry, looked up): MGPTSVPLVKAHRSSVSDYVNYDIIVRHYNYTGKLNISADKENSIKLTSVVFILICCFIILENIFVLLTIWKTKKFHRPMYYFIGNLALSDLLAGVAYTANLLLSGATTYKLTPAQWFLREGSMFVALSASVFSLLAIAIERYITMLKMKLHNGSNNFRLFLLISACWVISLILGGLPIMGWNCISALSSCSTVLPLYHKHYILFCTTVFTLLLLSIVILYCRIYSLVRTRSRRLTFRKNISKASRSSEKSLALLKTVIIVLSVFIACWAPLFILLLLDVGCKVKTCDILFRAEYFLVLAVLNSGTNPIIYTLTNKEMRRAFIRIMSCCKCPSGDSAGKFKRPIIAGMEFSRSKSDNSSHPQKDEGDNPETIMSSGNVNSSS
Abs 340nm = compounds absorbing at 340 nm | compound absorbance at 340 nm, fold over control | fold change at 10 µM | 65,000 tested, under 10 active;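 active means at 10 µM dose, initial 340 nm absorbance at least 2 fold that of control wells; inactive means change under 2 fold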;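 further: initial absorbance extrapolated from kinetic A340 decline of NADH oxidation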
S1P3 agonist = agonists of human S1P3 receptor; Q99500; S1P3 NFAT-BLA reporter cells, agonism, FRET ratio; relative to 1 µM S1P, basal subtracted; activation, % at 4.5 µM; hit rate 0.1% among 60,000; AID 373;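 active means activation above the screen-wide mean plus 3 SD, cut at about 4.5% in these data, passing the limit was not always enough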; further: some compounds called inactive have numbers as strong as hits
Target sequence (Q99500 whole entry, looked up): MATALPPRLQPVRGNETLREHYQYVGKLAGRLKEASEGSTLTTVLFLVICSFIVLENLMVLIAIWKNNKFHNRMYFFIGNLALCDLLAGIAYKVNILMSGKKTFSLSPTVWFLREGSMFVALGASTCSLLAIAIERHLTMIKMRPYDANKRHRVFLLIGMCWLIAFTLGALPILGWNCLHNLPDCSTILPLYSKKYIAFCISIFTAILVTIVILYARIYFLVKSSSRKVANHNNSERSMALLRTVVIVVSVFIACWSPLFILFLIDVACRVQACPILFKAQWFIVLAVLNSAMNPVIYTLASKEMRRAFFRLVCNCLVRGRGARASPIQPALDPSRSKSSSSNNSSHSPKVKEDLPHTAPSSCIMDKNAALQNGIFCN
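Benchmarks: high control 1 µM S1P / System: stable CHO line with human S1P3, Gα16, NFAT-BLA reporter / Dosing: single compound concentration, 4.5 µM final / Timing: 4 h compound at 37 °C, 2 h substrate at RT / Measured by: FRET β-lactamase substrate fluorescence, excitation 405 nm, 460/535 nm emission ratio, background-subtracted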
HTR1E antagonist = 5-HT1E (human) receptor antagonism; P28566; CHO 5-HT1E Ga15 NFAT-bla reporter, FRET, antagonist; inhibition, % at 6 µM; hit rate 0.99% among 65,000;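 active means inhibition above a set limit, the mean inhibition across every tested compound plus 3 SD, cut at about 29% in these data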;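 further: signal is the 460 over 535 nm emission ratio of beta-lactamase substrate; 0% = agonist plus DMSO wells and 100% = wells without agonist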
MMP-13 inhibitor = MMP13 (human) collagenase inhibition | hit rate 0.07% among 65,000 | MMP-13 fTHP FRET cleavage, Mca fluorescence | inhibition, % at 4 µM | P45452;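 active means inhibition above the mean of compound-free control plate wells plus 3 SD, cut at about 14% in these data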;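 further: 0% = DMSO wells and 100% = wells with reference MMP-13 inhibitor after basal subtraction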
5HT1a antag = 5-HT1a (human) receptor antagonism; P08908; CHO 5-HT1a Ga15 NFAT-bla reporter, antagonist mode; inhibition, % at 10 µM; hit rate 0.68% among 62,000;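 active means inhibition above the mean of all tested compounds plus 3 SD, cut at about 43% in these data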;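 further: receptor stimulated by 5-CT agonist at 100 nM near EC80; beta-lactamase reporter measured by ratiometric fluorescence of a cleavable substrate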
HER2 expr 66K = Her2 kinase expression inhibition; SKBR-3 HER2 protein level, AlphaScreen, 18-24 h; hits give low values; HER2 level % of control, % at 10 µM; AID 645; hit rate 0.69% among 65,000; P04626;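 active means HER2 level under 5% of the carrier-only control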;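 further: 100% = DMSO carrier and 0% = 500 nM PU-H71 HSP90 inhibitor; lower value means stronger loss of Her2 protein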
Starred values were filed as active, the others as inactive; [ ] = another dose, or the depositor's remark.

For Cc1ccccc1NC(=O)CSc1[nH]c(=O)cc(C)c1C#N the results were HTR1E agonist 0.6, Autofluor 339 1.1, S1P1 ag-PAM 4, Abs 340nm 1, S1P3 agonist 0.5, HTR1E antagonist 1, MMP-13 inhibitor 4, 5HT1a antag -6 and HER2 expr 66K 101.
Cc1oc2ccccc2c1-c1cn2c(n1)SCC2 was read as HTR1E agonist -0.5, Autofluor 339 3.6*, Abs 340nm 1.1, S1P3 agonist -0.4, HTR1E antagonist 17, MMP-13 inhibitor -121[fluorescence artefact?], 5HT1a antag 16 and HER2 expr 66K 94.
For CC1(C)Cc2c(c(N3CCOCC3)nc3snc(N)c23)CO1 the results were HTR1E agonist 1.3, Autofluor 339 1.5, S1P1 ag-PAM 14, Abs 340nm 1.1, S1P3 agonist -3.0, HTR1E antagonist 11, MMP-13 inhibitor -18 and HER2 expr 66K 42.
Screening CCN(CC)CCn1c(=S)[nH]c2cc3c(cc2c1=O)OCO3 returned HTR1E agonist 0.1, Autofluor 339 1.1, Abs 340nm 1.1, HTR1E antagonist -1, MMP-13 inhibitor -2, 5HT1a antag 4 and HER2 expr 66K 90.
`CCC(=O)Nc1nn(C)c2nc3c(C)cccc3cc12` gave HTR1E agonist 0.5, Autofluor 339 1.4, S1P1 ag-PAM -2, Abs 340nm 1, S1P3 agonist -0.7, HTR1E antagonist 6, MMP-13 inhibitor -7, 5HT1a antag 10 and HER2 expr 66K 98.
`COc1ccc2nc(-n3c(C)ccc3C)sc2c1` gave HTR1E agonist -0.4, Autofluor 339 1.2, S1P1 ag-PAM -13, Abs 340nm 1, S1P3 agonist -0.6, HTR1E antagonist 2, MMP-13 inhibitor 4, 5HT1a antag 12 and HER2 expr 66K 113.
COC(=O)CCNc1ccc2c(c1)OCCO2 was read as HTR1E agonist 0.2, Autofluor 339 1, S1P1 ag-PAM -6, Abs 340nm 1, S1P3 agonist -0.6, HTR1E antagonist 5, MMP-13 inhibitor 5, 5HT1a antag 4 and HER2 expr 66K 107.
For Cn1c(SCc2ccc(C#N)cc2Cl)nc2ccccc21 the results were HTR1E agonist -1.2, Autofluor 339 1.1, S1P1 ag-PAM 4, Abs 340nm 1, S1P3 agonist -2.3, HTR1E antagonist -1, MMP-13 inhibitor -8, 5HT1a antag 6 and HER2 expr 66K 98.
Screening CC(=O)c1cccc(NC(=O)N2CCCc3ccccc32)c1 returned HTR1E agonist -0.3, Autofluor 339 1.1, Abs 340nm 0.98, S1P3 agonist -0.5, HTR1E antagonist 5, MMP-13 inhibitor 5, 5HT1a antag -7 and HER2 expr 66K 204.
Screening Cn1cc(S(=O)(=O)CC(=O)Nc2ccc(Br)cc2)c2ccccc21 returned HTR1E agonist 0.4, Autofluor 339 1.1, S1P1 ag-PAM 15, Abs 340nm 1, S1P3 agonist -0.2, HTR1E antagonist -10, MMP-13 inhibitor 1, 5HT1a antag 10 and HER2 expr 66K 67.

Three compounds from above, arranged by count of non-hydrogen atoms, rising:
COC(=O)CCNc1ccc2c(c1)OCCO2 was read as HTR1E agonist 0.2, Autofluor 339 1, S1P1 ag-PAM -6, Abs 340nm 1, S1P3 agonist -0.6, HTR1E antagonist 5, MMP-13 inhibitor 5, 5HT1a antag 4 and HER2 expr 66K 107.
Cc1oc2ccccc2c1-c1cn2c(n1)SCC2 was read as HTR1E agonist -0.5, Autofluor 339 3.6*, Abs 340nm 1.1, S1P3 agonist -0.4, HTR1E antagonist 17, MMP-13 inhibitor -121[fluorescence artefact?], 5HT1a antag 16 and HER2 expr 66K 94.
Screening CCN(CC)CCn1c(=S)[nH]c2cc3c(cc2c1=O)OCO3 returned HTR1E agonist 0.1, Autofluor 339 1.1, Abs 340nm 1.1, HTR1E antagonist -1, MMP-13 inhibitor -2, 5HT1a antag 4 and HER2 expr 66K 90.

Other structures follow:
`COc1cccc(OC)c1OCCCSc1nc(C)cc(=O)[nH]1` gave HTR1E agonist 0.3, Autofluor 339 1, Abs 340nm 0.99, S1P3 agonist 0.2, HTR1E antagonist -5, MMP-13 inhibitor 2, 5HT1a antag -18 and HER2 expr 66K 101.
For COCCn1c(SCC(=O)NC(=O)NCc2ccccc2)nc2ccccc21 the results were HTR1E agonist 0.7, Autofluor 339 1.1, S1P1 ag-PAM 10, Abs 340nm 0.99, S1P3 agonist 0.5, HTR1E antagonist 4, MMP-13 inhibitor -1, 5HT1a antag 5 and HER2 expr 66K 88.
Cc1nc(NC2=NCN(CCc3ccccc3)CN2)nc2ccccc12 was read as HTR1E agonist 0.9, Autofluor 339 1.1, S1P1 ag-PAM -14, Abs 340nm 1, S1P3 agonist -1.7, HTR1E antagonist -13, MMP-13 inhibitor -2, 5HT1a antag -11 and HER2 expr 66K 91.
For c1c2c(cc3sc(N4CCOCC4)nc13)OCO2 the results were HTR1E agonist -0.4, Autofluor 339 1.1, S1P1 ag-PAM -43, Abs 340nm 1, S1P3 agonist 0.4, HTR1E antagonist 0, MMP-13 inhibitor 4, 5HT1a antag -15 and HER2 expr 66K 79.
Screening Cc1cccc(OCc2nnc(SCC(=O)N3CCc4ccccc43)n2C)c1 returned HTR1E agonist -0.2, Autofluor 339 1, S1P1 ag-PAM 23, Abs 340nm 1, S1P3 agonist -0.6, HTR1E antagonist 13, MMP-13 inhibitor 1, 5HT1a antag -6 and HER2 expr 66K 58.
`CCOC(=O)c1cccc(NC(=O)CSc2nnc(-c3ccncc3)n2CCCOC)c1` gave HTR1E agonist 0.3, Autofluor 339 1.1, S1P1 ag-PAM -15, Abs 340nm 1, S1P3 agonist 0.4, HTR1E antagonist -8, MMP-13 inhibitor 2, 5HT1a antag -11 and HER2 expr 66K 145.
Cc1ccc2c(C(=O)CN3CCSCC3)c(C)[nH]c2c1 was read as HTR1E agonist -1.3, Autofluor 339 1, S1P1 ag-PAM -17, Abs 340nm 0.99, S1P3 agonist -1.2, HTR1E antagonist 4, MMP-13 inhibitor 0, 5HT1a antag 7 and HER2 expr 66K 96.
`Cc1ccc(NC(=O)C2CCCN2S(=O)(=O)c2ccc3c(c2)CCC(=O)N3)cc1Cl` (configuration not stated) gave HTR1E agonist 0.6, Autofluor 339 1.1, S1P1 ag-PAM 10, Abs 340nm 1, S1P3 agonist -0.5, HTR1E antagonist 2, MMP-13 inhibitor -2, 5HT1a antag -6 and HER2 expr 66K 85.
`COc1cccc(N2CCN(C3OC(=O)c4ccccc43)CC2)c1` (configuration not stated) gave HTR1E agonist 23*, Autofluor 339 1.1, S1P1 ag-PAM 1, Abs 340nm 1, S1P3 agonist -0.5, HTR1E antagonist 8, MMP-13 inhibitor 2, 5HT1a antag 1 and HER2 expr 66K 93.
Screening COc1ccc2nc(C)[nH]c(=O)c2c1 returned HTR1E agonist -0.8, Autofluor 339 1.1, S1P1 ag-PAM -14, Abs 340nm 1, S1P3 agonist -0.4, HTR1E antagonist -6, MMP-13 inhibitor -5, 5HT1a antag 4 and HER2 expr 66K 77.
Screening COc1ccc(-c2nc(CNS(=O)(=O)c3cc(OC)ccc3OC)cs2)cc1 returned HTR1E agonist 0.2, Autofluor 339 1.1, S1P1 ag-PAM -14, Abs 340nm 1, S1P3 agonist -0.3, HTR1E antagonist -5, MMP-13 inhibitor -4, 5HT1a antag -2 and HER2 expr 66K 60.
CCN(CC)S(=O)(=O)c1ccc(C(=O)NCC(c2cccs2)N2CCOCC2)cc1 (configuration not stated) was read as HTR1E agonist 1.4, Autofluor 339 1.2, Abs 340nm 1, HTR1E antagonist 3, MMP-13 inhibitor 4, 5HT1a antag 0 and HER2 expr 66K 88.
For CC(C)(C)NC(=O)C(Cc1ccccc1)NS(=O)(=O)c1cccc2nsnc12 (configuration not stated) the results were HTR1E agonist 0.2, Autofluor 339 1, S1P1 ag-PAM 12, Abs 340nm 0.99, S1P3 agonist -0.4, HTR1E antagonist -15, MMP-13 inhibitor 10, 5HT1a antag 14 and HER2 expr 66K 84.
Screening Cc1ccc(-c2noc(CCC(=O)NCCCN3CCN(c4cccc(Cl)c4)CC3)n2)cc1 returned HTR1E agonist 1.7, Autofluor 339 1.1, S1P1 ag-PAM 5, Abs 340nm 0.98, S1P3 agonist -1.2, HTR1E antagonist -10, MMP-13 inhibitor -3, 5HT1a antag 19 and HER2 expr 66K 71.
For CC(=O)N1CCc2ccc(C(=O)CN3CCN(c4cccc(C)c4C)CC3)cc21 the results were HTR1E agonist 46*, Autofluor 339 1, S1P1 ag-PAM 2, Abs 340nm 1.1, S1P3 agonist 1.7, HTR1E antagonist 0, MMP-13 inhibitor 4, 5HT1a antag -1 and HER2 expr 66K 105.
For COc1ccc(Cl)cc1NC(=O)CSc1nnc(COc2ccccc2)n1N the results were HTR1E agonist 1.1, Autofluor 339 1.1, Abs 340nm 1.1, S1P3 agonist -0.5, HTR1E antagonist -1, MMP-13 inhibitor -4, 5HT1a antag -2 and HER2 expr 66K 119.
COc1ccc(C(=O)NCc2nnc(SCC(=O)N3CCc4ccccc43)o2)cc1OC was read as HTR1E agonist -0.7, Autofluor 339 1.1, Abs 340nm 1, HTR1E antagonist -5, MMP-13 inhibitor 1, 5HT1a antag 7 and HER2 expr 66K 108.
For O/N=C1/CCSc2ccccc21 the results were HTR1E agonist 0.5, Autofluor 339 1.1, S1P1 ag-PAM -7, Abs 340nm 0.98, S1P3 agonist -1.0, HTR1E antagonist 2, MMP-13 inhibitor 0, 5HT1a antag -2 and HER2 expr 66K 87.
For CN(Cc1nc2ccccc2n1C)S(=O)(=O)c1ccc(Cl)cc1 the results were HTR1E agonist 0.6, Autofluor 339 1.1, S1P1 ag-PAM -3, Abs 340nm 1, S1P3 agonist -1.2, HTR1E antagonist 3, MMP-13 inhibitor -1, 5HT1a antag 18 and HER2 expr 66K 97.
For O=C(CSc1nnc(C2CCCCC2)o1)N1CCCCC1 the results were HTR1E agonist -0.4, Autofluor 339 1, S1P1 ag-PAM 4, Abs 340nm 1, S1P3 agonist 0.5, HTR1E antagonist 1, MMP-13 inhibitor -3, 5HT1a antag -8 and HER2 expr 66K 83.
COCCCNC(=O)CCS(=O)(=O)Cc1ccc(C)cc1 was read as HTR1E agonist -1.1, Autofluor 339 1.1, S1P1 ag-PAM 3, Abs 340nm 1, S1P3 agonist -1.3, HTR1E antagonist 12, MMP-13 inhibitor -5, 5HT1a antag 11 and HER2 expr 66K 60.
For CCn1cc(C(=O)NCCCN2CC(C)CC(C)C2)c(=O)c2cc(S(=O)(=O)N(C)C)ccc21 (configuration not stated) the results were HTR1E agonist 0.5, Autofluor 339 1.1, S1P1 ag-PAM 1, Abs 340nm 1.1, S1P3 agonist 0.5, HTR1E antagonist -7, MMP-13 inhibitor -1, 5HT1a antag 8 and HER2 expr 66K 60.
`CC(C)CC1(C)NC(=O)N(CCN2C(=O)c3ccccc3C2=O)C1=O` (configuration not stated) gave HTR1E agonist 0.3, Autofluor 339 0.96, S1P1 ag-PAM -13, Abs 340nm 1, S1P3 agonist 0.2, HTR1E antagonist -6, MMP-13 inhibitor -2, 5HT1a antag -4 and HER2 expr 66K 113.
CCCc1nc2c(=O)[nH]c3ccccc3c2o1 was read as HTR1E agonist -0.1, Autofluor 339 1.1, S1P1 ag-PAM -4, Abs 340nm 0.99, S1P3 agonist 0.4, HTR1E antagonist 7, MMP-13 inhibitor -3, 5HT1a antag -6 and HER2 expr 66K 119.
